GLP1R ag: activates the human GLP-1 receptor; Potency, µM (top dose mostly 45.6 µM), for the others: top-dose activation, hits mostly activators; 380,000 compounds, 0.007% hits; HEK293 GLP-1R CRE-luciferase, luminescence, 4-6 h; cells express a hypersensitive GLP-1R form; P43220; note: % of control where 0% means no effect
Target sequence (P43220 whole entry, looked up): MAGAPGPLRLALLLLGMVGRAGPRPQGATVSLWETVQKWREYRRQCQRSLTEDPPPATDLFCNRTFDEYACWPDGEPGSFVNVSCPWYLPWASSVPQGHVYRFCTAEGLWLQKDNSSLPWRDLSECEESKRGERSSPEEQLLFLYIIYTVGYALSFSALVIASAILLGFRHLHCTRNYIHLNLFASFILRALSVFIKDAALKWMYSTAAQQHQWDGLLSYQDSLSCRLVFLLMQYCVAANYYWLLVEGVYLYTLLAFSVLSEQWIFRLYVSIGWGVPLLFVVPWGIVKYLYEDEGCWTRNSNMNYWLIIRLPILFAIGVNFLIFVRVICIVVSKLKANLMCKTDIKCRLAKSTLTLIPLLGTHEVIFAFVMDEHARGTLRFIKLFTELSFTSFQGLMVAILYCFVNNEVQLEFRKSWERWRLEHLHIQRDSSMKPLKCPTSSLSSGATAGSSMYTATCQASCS
GLP1R inv ag: inverse agonists of human GLP-1 receptor; P43220; HEK293 GLP-1R CRE-luciferase, luminescence, 24 h; GLP-1R form is constitutively active; Potency, µM (series often up to 38.3 µM), for the others: at the top dose activity change, negative = inhibition, hits mostly inhibitors; 410,000 compounds, 1.6% hits; AID 624417; note: % is set by controls: 0 for no effect and ±100 for the full control effect; nearly all actives have a fitted effect of over 55% in size
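HEK293 cells stably co-expressing a cAMP-responsive luciferase reporter and constitutively active GLP-1R were seeded, incubated 12 h, then exposed to compounds for 24 h at 37 C. Luminescence was read 12 min after detection reagent; inverse agonists lower signal.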
KB-3-1 tox: kills parental KB-3-1 adenocarcinoma cells | KB-3-1 viability, CellTiter-Glo ATP luminescence, 72 h | Potency, µM (doses to about 46.1 µM), for inactives: at the highest dose activity change, negative = cytotoxic, usual class: cytotoxic | 400,000 compounds, 1.4% hits; note: % is set by controls: 0 for no effect and ±100 for the full control effect; nearly all actives have a fitted effect of over 60% in size
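KB-3-1 cells, DMEM (no phenol red) + 10% FBS; compound by pin transfer, 72 h, 37 °C. Readout: CellTiter-Glo luminescence after 10 min. Data normalized, curve-fitted.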
HT1080 IDH1KD tx: kills HT-1080 cells with IDH1 knockdown; 360,000 compounds, 2% hits; Potency, µM (top dose mostly 46.1 µM), without a hit: at the highest dose activity, negative = toxicity, hits mostly cytotoxic; AID 686971; HT-1080 IDH1 knockdown viability, ATP luminescence, 48 h;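 note: 0% = DMSO wells and -100% = cell-free medium wells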
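In this qHTS, HT-1080 cells depleted of IDH1 are exposed for 48 h at 37 °C to compound titrations. Toxicity is scored from CellTiter-Glo luminescence, with DMSO as full viability and medium alone as none.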
KB-V1 MDR tox: kills drug-selected multidrug resistant KB-V1 cells; KB-V1 MDR cells viability, CellTiter-Glo, 72 h; 400,000 compounds, 3.4% hits; AID 1347076; Potency, µM (top dose mostly 46.1 µM), inactives show at the highest dose activity change, negative = cytotoxicity, most hits filed as cytotoxic; note: % is set by controls: 0 for no effect and ±100 for the full control effect; nearly all actives have a fitted effect of over 60% in size
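qHTS viability screen in drug-selected KB-V1 MDR cells: 72 h compound treatment at 37 degrees C, ATP luminescence end point.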
TDP-43 yeast inh: rescues yeast growth from TDP-43 toxicity; 410,000 compounds, 1.8% hits; Potency, µM (doses to about 46.1 µM), for inactives: top-dose growth rescue (activation), most hits filed as activators; TDP-43 expressing yeast growth rescue, BacTiter-Glo, 24 h; note: % of control where 0% means no effect; nearly all actives have a fitted effect of over 50% in size
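Cell-based yeast growth screen: TDP-43 expression induced in galactose, inoculum OD600=0.02 after raffinose pregrowth to mid-log. Read-out BacTiter-Glo luminescence at 24 hr, 30 deg C; inhibition of toxicity seen as signal increase.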
GLP1R cytotox: cytotoxicity in counter-screen for GLP-1R inverse agonists; HEK293 cAMP-luciferase reporter cells, luminescence, 24 h; AID 624418; Potency, µM (series often up to 38.3 µM), for inactives: top-dose activity change, negative = inhibition, hits mostly inhibitors; 410,000 compounds, 0.13% hits;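 note: loss of luciferase light is scored as toxicity; % is set by controls: 0 for no effect and ±100 for the full control effect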
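A 23 nL compound transfer followed 12 hours of cell culture at 37 deg C; exposure then lasted 24 hr. Luciferase assay detection reagent was dispensed and plates read for luminescence after a 12 min room-temperature wait.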
HT1080-NT tox: kills 2HG-producing HT-1080-NT fibrosarcoma cells; 360,000 compounds, 1.6% hits; AID 686970; HT-1080-NT fibrosarcoma viability, CellTiter-Glo ATP luminescence, 48 h; Potency, µM (top dose mostly 46.1 µM), without a hit: top-dose activity, negative = less viability, most hits filed as cytotoxic;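 note: NT is the 2HG producing partner of a matched IDH1 knockdown line; 0% = DMSO-treated cells and -100% = media-only wells without cells; nearly all actives have a fitted effect of over 55% in size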
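Toxicity toward the 2HG-producing NT line was scored as %Activity, normalised to DMSO and no-cell wells, from CellTiter-Glo luminescence after 48 hours' treatment.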
SW480 rereplic: induces DNA re-replication in SW480 colon adenocarcinoma cells. Potency, µM (titrated, usually from 46.1 µM), for inactives: top-dose re-replication activation, actives largely listed as activators. 340,000 compounds, 1.8% hits. AID 624297. SW480 DNA re-replication, Hoechst DNA content imaging, 48 h; note: % of control where 0% means no effect; nearly all actives have a fitted effect of over 55% in size
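Hoechst fluorescence of nuclei (405 nm excitation, 500-530 nm emission) measured by plate-scanning imager after 48 hr compound exposure at 37 C; re-replication scored as increased number of nuclei with elevated intensity.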
The depositor's hits bear a star; u = inconclusive; x = not tested or not shown; & = joins results of further samples; [ ] = another dose, or the depositor's remark. Calls come from the whole dose curve; as a rule, active = well fitted curve in the direction sought with a large enough effect; inconclusive = small, poorly fitted or top-dose-only effect, or another doubt; inactive = no such curve, though single readings can be large; an effect the other way counts as inactive or inconclusive. Potency is the fitted concentration of half-maximal effect.

SMILES	GLP1R ag	GLP1R inv ag	KB-3-1 tox	HT1080 IDH1KD tx	KB-V1 MDR tox	TDP-43 yeast inh	GLP1R cytotox	HT1080-NT tox	SW480 rereplic
Cc1cccc(Nc2nc(N3CCCC3)nc(N3CCCC3)n2)c1	-5%	18%	-5%	7%	9.2µM*	-12%	-3%	9%	u
O=C(Nc1ccc(Cl)cc1)NC1CCCc2ccccc21 (centres undefined)	-20%	u	-12%	u	0%	7%	0%	u	1%
O=C1CCC[C@@H]2C=C[C@H](c3ccc(Br)cc3)[C@H]3CCN1[C@@H]32	16%	u	u	-14%	-4%	u	4%	-2%	x
CC(C=NNC(=O)C(=O)NN=CC(C)=Cc1ccccc1)=Cc1ccccc1	10%	0%	1%	7%	22%	1%	-1%	5%	u
Cc1ccc(Cl)cc1N1CCN(S(=O)(=O)c2ccc(-c3ccc(=O)[nH]n3)o2)CC1	-1%	13%	0%	-2%	13%	-9%	-5%	13%	u
CS(=O)(=O)N1CCN(C(=O)NC2CCCCC2)CC1	0%	13%	-9%	23%	9%	0%	-2%	27%	19%
Cc1cccc2sc(NC(=O)CCNS(=O)(=O)c3cccc4nonc34)nc12	3%	u	u	-25%	23µM*	-9%	0%	-14%	4%
COc1ccccc1NC(=O)CN1CCCN(S(=O)(=O)c2ccc(Br)cc2)CC1	x	u	u	x	-24%	7%	-5%	x	x
CC1CC(C)CN(C(=O)CN2C(=O)NC(C)(C)C2=O)C1 (centres undefined)	0%	22%	2%	0%	18%	-1%	16%	3%	-20%
CN(C)S(=O)(=O)c1ccc2c(c1)N(CC(=O)N1CCCCC1)CCS2	1%	-13%	-20%	x	u	13%	0%	x	x
Cc1nc2oc(C(=O)c3ccc(Br)cc3)c(N)c2c2c1COC(C)(C)C2	1%	5%	1%	8%	5%	-12%	74%[activator]	9%	u
Cc1c(C(=O)O)sc(S(=O)(=O)N2CCN(C(=O)Cc3ccc(Cl)cc3)CC2)c1C(=O)O	-12%	7%	5%	9%	-2%	15%	-13%	6%	-8%
CCCCOc1ccc(NC(=O)CSc2ccc(C(=O)O)cn2)cc1	x	4%	13%	x	u	23%	-5%	x	x
O=C(NCCN1CCOCC1)c1cccc(S(=O)(=O)Nc2cc(Cl)ccc2Cl)c1	-5%	11%	25%	6%	16%	-7%	2%	3%	-2%
Cc1cc(=O)n(C)c(=O)n1CCCCOc1cccc([N+](=O)[O-])c1	11%	5%	5%	-4%	5%	u	0%	-10%	-3%
CCCCN1CC(N2CCN(Cc3cccc(C)c3)CC2)CS1(=O)=O (centres undefined)	11%	-23%	0%	10%	-6%	0%	-5%	13%	x
CC1CCN(c2c(NCC3CCC(C(=O)Nc4ccccn4)CC3)c(=O)c2=O)CC1 (centres undefined)	-3%	-14%	-22%	-3%	-2%	11%	-9%	9%	-2%
Cc1c(CCOC(=O)c2ccc(N3CCOCC3)c([N+](=O)[O-])c2)sc[n+]1CC#N	23%	u	21µM*	u	u	6%	u	23µM*	27%
CC(C)(C)S(=O)(=O)c1cnc(N2CCOCC2)nc1N	-3%	2%	0%	18%	2%	-20%	0%	2%	-5%
CCc1cc(=O)oc2cc(OCC(=O)NC3CC(C)(C)NC(C)(C)C3)ccc12	-1%	-4%	1%	-11%	0%	10%	5%	1%	9%
CCOC(=O)C1=C(N)n2c(s/c(=C\c3cccs3)c2=O)=C(C(=O)OCC)C1c1cccs1 (centres undefined)	6%	u	10µM*	2.6µM*	13µM*	13%	0%	u	u
CCCCC(=O)Nc1ccccc1Oc1ccccc1	-1%	u	-3%	4%	-12%	28%	2%	10%	2%
O=C1/C(=C\c2ccc(Cl)cc2)CCC1CNc1ccc(Cl)cc1 (centres undefined)	0%	17%	1%	u	-10%	8%	1%	-4%	u
C=CCn1c(SC2CCOC2=O)nc2sc(C)c(C)c2c1=O (centres undefined)	8%	4%	-4%	3%	3%	26%	-4%	2%	-1%[9.22 µM]
Cc1ccc(CCNC(=O)C2CCC(=O)N2C(C)C)cc1 (centres undefined)	-11%	4%	4%	5%	18%	-21%	-47%	16%	0%
SMILES	GLP1R ag	GLP1R inv ag	KB-3-1 tox	HT1080 IDH1KD tx	KB-V1 MDR tox	TDP-43 yeast inh	GLP1R cytotox	HT1080-NT tox	SW480 rereplic
CCc1ccccc1NC(=S)NCC1CCN(c2ccc(OC)cc2)C1 (centres undefined)	0%	u	u	2%	21µM*	11%	u	u	-8%
Cc1ccccc1SCC(=O)N/N=C/c1ccc(F)cc1	6%	u	-1%	-26%	-1%	u	-5%	2%	-15%
Cc1cc(=O)[nH]c(Nc2ccc(Cl)cc2)n1	10%	-17%	-3%	-19%	-6%	-8%	1%	-9%	-3%
COc1ccccc1CCNC(=O)c1ccoc1C	10%	7%	0%	-1%	0%	0%	8%	4%	-10%
CCCCNc1c(-c2ccc(OC)c(SC3CCCCC3)c2)nc2ccc(C)cn12	-5%	7%	u	u	u	9%&-88%	4%	u	105%
CC(C)OC(=O)CC12CN3CN(C1)CC(CC(=O)OC(C)C)(C3)C2=O	0%	-9%	21%	-5%	0%	0%	21%	0%	-6%
Cc1[nH]c2ccccc2c1C(=O)CCl	-9%	-26%	-1%	u	u	16µM*	-37%	u	13µM*
CC(C)c1nc(CNC(=O)C2CCC(=O)N(CCc3cccc(F)c3)C2)cs1 (centres undefined)	0%	-6%	14%	-2%	u	5%	7%	2%	-4%
Cc1ccc(C(=O)NCCNC(=O)COc2ccc(Cl)cc2)cn1	2%	2%	16%	0%	12%	-3%	4%	-1%	-10%
Cc1c(-c2cccc(NC(=O)c3cccs3)c2)nc2ncccn12	0%	20%	10%	8%	4%	-1%	28%	22%	-5%
COc1ccc2c(COC(=O)[C@H](C)NS(=O)(=O)c3ccccc3F)cc(=O)oc2c1	-1%	15%	u	6%	0%	u	7%	6%	-6%
C[C@H](CO)N1C[C@H](C)[C@@H](CN(C)S(=O)(=O)c2ccccc2F)Oc2ncc(Br)cc2C1=O	12%	-1%	9%	6%	15%	28%	u	11%	x
COC(=O)c1c(NC(C)=O)sc2c1CCCC2	29%	2%	12%	-12%	13%	-6%	-3%	-7%	2%
Cc1cccc(C(CC(=O)NCCc2ccccc2)c2ccccc2)c1O (centres undefined)	9%	u	u	-12%	u	0%	1%	2%	7%
NS(=O)(=O)c1ccc(NS(=O)(=O)c2ccc(C3CNC(=O)C3)cc2)cc1 (centres undefined)	1%	0%	11%	11%	-2%	-15%	1%	15%	-3%
CCOC(=O)c1ccccc1NC(=S)N1CCC(C(N)=O)CC1	0%	11%	4%	15%	11%	14%	-6%	-8%	0%
O=C(O)Cn1cnc2c(OCc3ccccc3)ncnc21	-3%	9%	4%	7%	10%	-9%	0%	5%	24%
NC(=S)Nc1ccccc1Br	14%	29%	13%	2%	29%	9%	12%	1%	-12%
CCn1nc2cc(C(=O)NCC34CC5CC(CC(C5)C3)C4)ccc2c1OC	10%	5%	0%	6%	u	30%	3%	0%	-23%
Cc1ccc(C)c(NS(=O)(=O)c2ccc(OCC(=O)NCc3ccco3)cc2)c1	-8%	-26%	-20%	12%	u	-5%	-19%	6%	2%
Cc1cc(C(F)(F)F)n(-c2nc(C(=O)NNS(=O)(=O)c3ccccc3)cs2)n1	2%	37%[activator]	4%	-7%	6%	-9%	6%	-3%	-2%
COc1ccccc1C1C=C(c2ccc(C(C)C)cc2)Nc2nnnn21 (centres undefined)	x	-23%	0%	x	-11%	19%	104%[activator]	x	x
O=C(CSc1ccc(-c2ccncc2)nn1)c1ccccc1	7%	13%	-4%	-14%	10%	9%	4%	-11%	-5%
COC(=O)c1cc(Nc2cc(C)nc3ncnn23)cc(C(=O)OC)c1	-2%	7%	1%	3%	-9%	-3%	8%	4%	-6%
O=C(CCN1C(=O)/C(=C/c2ccccc2Cl)SC1=S)N1CCOCC1	-30%	-6%	x	13%	x	0%	-16%	6%	u
COC(=O)c1ccc(CSc2nnc(NC(C)C)s2)cc1	10%	-1%	0%	-2%	-7%	4%	62%[activator]	1%	11%
C[C@@H](C(=O)Nc1ccc2c(c1)OCCO2)n1c(=O)[nH]c2ccccc2c1=O	4%	u	7%	0%	u	6%	-17%	3%	3%
CCN(CC)C(=O)Cn1cnc2sc(C(=O)NCCCN3CCOCC3)c(C)c2c1=O	1%	16%	u	4%	28%	-10%	-4%	11%	-3%
Cc1ccc(S(=O)(=O)N2CCOCC2)cc1NC(=O)Cn1nc(C)c([N+](=O)[O-])c1C	-6%	-1%	3%	0%	u	18%	5%	8%	-31%
CCCOc1ccc(C(=O)N/N=C/c2c[nH]c3ccc(Br)cc23)cc1	21%	u	-4%	u	10%	-18%	u	-27%	u

Five records picked at random from those above, as already listed:
SMILES	GLP1R ag	GLP1R inv ag	KB-3-1 tox	HT1080 IDH1KD tx	KB-V1 MDR tox	TDP-43 yeast inh	GLP1R cytotox	HT1080-NT tox	SW480 rereplic
COC(=O)c1cc(Nc2cc(C)nc3ncnn23)cc(C(=O)OC)c1	-2%	7%	1%	3%	-9%	-3%	8%	4%	-6%
CCCCNc1c(-c2ccc(OC)c(SC3CCCCC3)c2)nc2ccc(C)cn12	-5%	7%	u	u	u	9%&-88%	4%	u	105%
C[C@H](CO)N1C[C@H](C)[C@@H](CN(C)S(=O)(=O)c2ccccc2F)Oc2ncc(Br)cc2C1=O	12%	-1%	9%	6%	15%	28%	u	11%	x
CCOC(=O)c1ccccc1NC(=S)N1CCC(C(N)=O)CC1	0%	11%	4%	15%	11%	14%	-6%	-8%	0%
CCN(CC)C(=O)Cn1cnc2sc(C(=O)NCCCN3CCOCC3)c(C)c2c1=O	1%	16%	u	4%	28%	-10%	-4%	11%	-3%

Assay outcomes as filed in PubChem BioAssay.
